PhoP GFP inhibition = PhoP regulon inhibitors, Salmonella typhi PhoP promoter GFP reporter, confirmatory (AID 1850); inhibition, % at 50 µM; hits with a dose series show IC50 in µM; hit rate 0.33% among 310,000; Salmonella Typhi PhoP-promoter GFP reporter, fluorescence, 4 h; higher % means a stronger effect; in the data active means a potency from the dose series;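 further: 0% = induced wells with vehicle and 100% = uninduced wells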
M. tuberculosis = growth inhibition of non-replicating M. tuberculosis (AID 488890); hit rate 0.39% among 320,000; Mycobacterium tuberculosis non-replicating, growth inhibition; higher % means a stronger effect; inhibition, % at 25 µM; hits with a dose series show IC50 in µM; in the data active means a potency from the dose series;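 further: plate controls were DMSO cells for no effect and high antibiotic wells for full effect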
H37Rv inhibition = M. tuberculosis growth inhibition, HTS (AID 449762); M. tuberculosis H37Rv growth inhibition, 7H9 media; higher % means a stronger effect; hit rate 0.59% among 330,000; inhibition, % at 25 µM, or IC50 in µM where a hit was titrated; in the data active means a potency from the dose series;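 further: bacterial growth assessed after seven days of incubation; strong numbers were not always called active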
H1N1 NS1A inhibition = H1N1 influenza NS1A inhibitors, functional cell based assay (AID 504329); NS1A functional cell-based assay, percent inhibition; higher % means a stronger effect; one-dose inhibition, % at 12.5 µM; IC50 in µM for titrated hits; hit rate 0.3% among 340,000; in the data active means a potency from the dose series; further: strong numbers were not always called active
VEEV TC-83 Vero = inhibitors of VEEV TC-83 cytopathic effect, confirmation, Vero cells (AID 588727) | Vero cells, VEEV TC-83 cytopathic effect inhibition; higher % means a stronger effect | hit rate 0.13% among 350,000 | inhibition, % at 20 µM; hits with a dose series show IC50 in µM; in the data active means a potency from the dose series; further: strong numbers were not always called active
VEEV TC-83 Vero 10K pilot screen = also measured in VEEV TC-83 Vero; calls as there; inhibition, %; measured here: 10K pilot screen inhibition
* = called active by the depositor.

Results for Cc1cc(S(=O)(=O)N2CCOCC2)ccc1OCC(=O)N1CCOCC1 ?
PhoP GFP inhibition: -6%; M. tuberculosis: 0%; H37Rv inhibition: -2%; H1N1 NS1A inhibition: -5%; VEEV TC-83 Vero: 2.7%

What do the screens show for `C/C(=N\NC(=O)Cc1ccc(Br)cc1)c1cccnc1`?
PhoP GFP inhibition: -3%; M. tuberculosis: -8%; H37Rv inhibition: 4%; H1N1 NS1A inhibition: -5%; VEEV TC-83 Vero: 2.3%

Results for CCOC(=O)N1CCN(C(=O)CCC(=O)c2ccc(OCC)cc2)CC1 ?
PhoP GFP inhibition: 17%; M. tuberculosis: 3%; H37Rv inhibition: 4%; H1N1 NS1A inhibition: -4%; VEEV TC-83 Vero: inactive

What do the screens show for `O=C(Nc1ccc2c(c1)nc1n2CCOC1)C1CCCCC1`?
PhoP GFP inhibition: -2%; M. tuberculosis: 14%; H37Rv inhibition: 1%; H1N1 NS1A inhibition: -10%; VEEV TC-83 Vero: 2.9%

How did CC1CN(C(=O)c2cnn3c(C(F)F)cc(-c4ccccc4)nc23)CC(C)O1 (configuration not stated) do in these assays?
PhoP GFP inhibition: 1%; M. tuberculosis: 7%; H37Rv inhibition: 3%; H1N1 NS1A inhibition: 2%; VEEV TC-83 Vero: 1.1%

Results for CCN(CC)C(=O)COc1ccc(C=O)cc1OC ?
PhoP GFP inhibition: 12%; M. tuberculosis: -18%; H37Rv inhibition: -9%; H1N1 NS1A inhibition: 12%; VEEV TC-83 Vero: 0.6%

How did CC(C)(CO)NC(=O)CC1C(=O)NCCN1Cc1ccc(-c2ccccc2)cc1 (configuration not stated) do in these assays?
PhoP GFP inhibition: -1%; M. tuberculosis: -4%; H37Rv inhibition: -10%; H1N1 NS1A inhibition: -6%; VEEV TC-83 Vero: inactive

How did COc1ccc(/C=C/C(=O)NCCn2c(C)cc3ccccc32)cc1OC do in these assays?
PhoP GFP inhibition: -6%; M. tuberculosis: -18%; H37Rv inhibition: 4%; H1N1 NS1A inhibition: 33%; VEEV TC-83 Vero: 8.5%; VEEV TC-83 Vero 10K pilot screen: 3.9

What do the screens show for `CN1CCN(S(=O)(=O)c2cnccc2N2CCN(c3cccc(Cl)c3)CC2)CC1`?
PhoP GFP inhibition: -7%; M. tuberculosis: 13%; H37Rv inhibition: -19%; H1N1 NS1A inhibition: 4%; VEEV TC-83 Vero: 5.2%

What do the screens show for `CCOC(=O)C1CCN(C(=O)CCS(=O)(=O)c2ccc3c(c2)n(C)c(=O)c(=O)n3C)CC1`?
PhoP GFP inhibition: 1%; M. tuberculosis: -19%; H37Rv inhibition: -4%; H1N1 NS1A inhibition: 1%; VEEV TC-83 Vero: 2.6%

How did Cc1ccc2nc(NC(=O)COC(=O)c3ccco3)sc2c1 do in these assays?
PhoP GFP inhibition: -4%; M. tuberculosis: 49%; H37Rv inhibition: -2%; H1N1 NS1A inhibition: 20%; VEEV TC-83 Vero: 3.3%

Results for COc1ccc(-n2c(C)cc(C(=O)CN3CCCCC3)c2C)cc1 ?
PhoP GFP inhibition: -19%; M. tuberculosis: 23%; H37Rv inhibition: 2%; H1N1 NS1A inhibition: -12%; VEEV TC-83 Vero: 0.8%

How did CC(=O)N1c2ccc(S(=O)(=O)N3CCC(C(=O)NCc4ccccc4)CC3)cc2CC1C (configuration not stated) do in these assays?
PhoP GFP inhibition: -3%; M. tuberculosis: 4%; H37Rv inhibition: -2%; H1N1 NS1A inhibition: -6%; VEEV TC-83 Vero: 0.6%

What do the screens show for `COc1ccc(C(=O)Nc2nc3nccc(-c4ccccc4)n3n2)cc1`?
PhoP GFP inhibition: 3%; M. tuberculosis: 27%; H37Rv inhibition: -7%; H1N1 NS1A inhibition: -1%; VEEV TC-83 Vero: 1.6%

What do the screens show for `CCOC(=O)N1CCC(=C(C#N)C(=O)Nc2cc(OC)ccc2OC)CC1`?
PhoP GFP inhibition: 1%; M. tuberculosis: 4%; H37Rv inhibition: -2%; H1N1 NS1A inhibition: 7%; VEEV TC-83 Vero: 0.4%

What do the screens show for `COC(=O)CCc1c(C)c(C(=O)c2ccc(F)cc2)c2ccccn12`?
PhoP GFP inhibition: -3%; M. tuberculosis: 10%; H37Rv inhibition: 0%; H1N1 NS1A inhibition: 3%; VEEV TC-83 Vero: 2.3%

How did C/C=C/c1cc(OC)c2c(c1)[C@H](C)[C@@H](c1ccc(O)c(OC)c1)O2 do in these assays?
PhoP GFP inhibition: 1%; M. tuberculosis: 14%; H37Rv inhibition: 3%; H1N1 NS1A inhibition: -2%; VEEV TC-83 Vero: 3.6%

How did COc1cc(OC)c2c(c1)S(=O)(=O)C(c1ccccc1)=C2N do in these assays?
PhoP GFP inhibition: 3%; M. tuberculosis: 6%; H37Rv inhibition: -1%; H1N1 NS1A inhibition: 2%; VEEV TC-83 Vero: inactive

What do the screens show for `O=C(Cn1cc2c(n1)CCCCC2)N1CCc2ccccc2C1`?
PhoP GFP inhibition: -9%; M. tuberculosis: 27%; H37Rv inhibition: -2%; H1N1 NS1A inhibition: 1%; VEEV TC-83 Vero: 0.1%

How did Cc1cc(C)c(NC(=O)C2CCCN2C(=O)NC2CCCCC2)c(C)c1 (configuration not stated) do in these assays?
PhoP GFP inhibition: -3%; M. tuberculosis: 7%; H37Rv inhibition: -7%; H1N1 NS1A inhibition: 0%; VEEV TC-83 Vero: 0.5%

Seven consecutive entries already listed, quoted:
Results for Cc1cc(S(=O)(=O)N2CCOCC2)ccc1OCC(=O)N1CCOCC1 ?
PhoP GFP inhibition: -6%; M. tuberculosis: 0%; H37Rv inhibition: -2%; H1N1 NS1A inhibition: -5%; VEEV TC-83 Vero: 2.7%

What do the screens show for `C/C(=N\NC(=O)Cc1ccc(Br)cc1)c1cccnc1`?
PhoP GFP inhibition: -3%; M. tuberculosis: -8%; H37Rv inhibition: 4%; H1N1 NS1A inhibition: -5%; VEEV TC-83 Vero: 2.3%

Results for CCOC(=O)N1CCN(C(=O)CCC(=O)c2ccc(OCC)cc2)CC1 ?
PhoP GFP inhibition: 17%; M. tuberculosis: 3%; H37Rv inhibition: 4%; H1N1 NS1A inhibition: -4%; VEEV TC-83 Vero: inactive

What do the screens show for `O=C(Nc1ccc2c(c1)nc1n2CCOC1)C1CCCCC1`?
PhoP GFP inhibition: -2%; M. tuberculosis: 14%; H37Rv inhibition: 1%; H1N1 NS1A inhibition: -10%; VEEV TC-83 Vero: 2.9%

How did CC1CN(C(=O)c2cnn3c(C(F)F)cc(-c4ccccc4)nc23)CC(C)O1 (configuration not stated) do in these assays?
PhoP GFP inhibition: 1%; M. tuberculosis: 7%; H37Rv inhibition: 3%; H1N1 NS1A inhibition: 2%; VEEV TC-83 Vero: 1.1%

Results for CCN(CC)C(=O)COc1ccc(C=O)cc1OC ?
PhoP GFP inhibition: 12%; M. tuberculosis: -18%; H37Rv inhibition: -9%; H1N1 NS1A inhibition: 12%; VEEV TC-83 Vero: 0.6%

How did CC(C)(CO)NC(=O)CC1C(=O)NCCN1Cc1ccc(-c2ccccc2)cc1 (configuration not stated) do in these assays?
PhoP GFP inhibition: -1%; M. tuberculosis: -4%; H37Rv inhibition: -10%; H1N1 NS1A inhibition: -6%; VEEV TC-83 Vero: inactive

More entries
What do the screens show for `CCOc1c2ccc(C(=O)NC3CCCc4ccccc43)cc2nn1C` (configuration not stated)?
PhoP GFP inhibition: -2%; M. tuberculosis: -12%; H37Rv inhibition: 1%; H1N1 NS1A inhibition: -9%; VEEV TC-83 Vero: 0.2%

Results for Cc1nc2ccc(NS(=O)(=O)c3c(C)c(C)cc(C)c3C)cc2s1 ?
PhoP GFP inhibition: 4%; M. tuberculosis: -1%; H37Rv inhibition: 3%; H1N1 NS1A inhibition: -4%; VEEV TC-83 Vero: 0.8%

What do the screens show for `Cc1sc(N)c(C(=O)c2ccccc2Cl)c1C`?
PhoP GFP inhibition: -1%; M. tuberculosis: 3%; H37Rv inhibition: 11%; H1N1 NS1A inhibition: 8%; VEEV TC-83 Vero: 6.5%

What do the screens show for `COc1ccc(C(=O)NC2CC2)cc1OC1CCN(Cc2ccc(NC(C)=O)cc2)CC1`?
H1N1 NS1A inhibition: 3%; VEEV TC-83 Vero: 0.8%

How did Cc1cccc(C)c1NC1=NC(=S)N(c2ccccc2)C12CCOC(C)(C)C2 (configuration not stated) do in these assays?
PhoP GFP inhibition: -8%; M. tuberculosis: 18%; H37Rv inhibition: -5%; H1N1 NS1A inhibition: -11%; VEEV TC-83 Vero: inactive

How did C=CCNC(=O)COC(=O)c1oc2ccccc2c1CSC1CCCCC1 do in these assays?
PhoP GFP inhibition: -12%; M. tuberculosis: 1%; H37Rv inhibition: 7%; H1N1 NS1A inhibition: 1%; VEEV TC-83 Vero: 0.5%

What do the screens show for `Cc1noc(C)c1COc1ccc(C(=O)OCC(N)=O)cc1`?
PhoP GFP inhibition: -2%; M. tuberculosis: 1%; H37Rv inhibition: 13%; H1N1 NS1A inhibition: 8%; VEEV TC-83 Vero: 6.8%

How did O=C(C1CCN(S(=O)(=O)c2cccnc2)CC1)N1CCN(c2cccc(Cl)c2)CC1 do in these assays?
PhoP GFP inhibition: -3%; H37Rv inhibition: -20%; H1N1 NS1A inhibition: 6%; VEEV TC-83 Vero: 2.8%

Results for CC(C)c1ccc2nc(NC(=O)C3CC3)sc2c1 ?
PhoP GFP inhibition: -2%; M. tuberculosis: 67%; H37Rv inhibition: 10%; H1N1 NS1A inhibition: 24%; VEEV TC-83 Vero: 6.5%

How did COc1ccc(-c2noc(CCC(=O)O)n2)cc1 do in these assays?
PhoP GFP inhibition: -2%; M. tuberculosis: -10%; H37Rv inhibition: 7%; H1N1 NS1A inhibition: -4%; VEEV TC-83 Vero: 0.0%

Results for Cc1ccc(C(=O)NNC(=O)c2cccc(C)c2)cc1 ?
PhoP GFP inhibition: -5%; M. tuberculosis: 5%; H37Rv inhibition: -5%; H1N1 NS1A inhibition: -2%; VEEV TC-83 Vero: 1.3%

How did Cc1c(O)ccc2c(=O)c(-c3nncn3-c3ccccc3)coc12 do in these assays?
PhoP GFP inhibition: -18%; M. tuberculosis: -7%; H37Rv inhibition: 4%; H1N1 NS1A inhibition: 4%; VEEV TC-83 Vero: 3.3%

Results for Cc1ccc(NC(=O)Nc2cccc(C(F)(F)F)c2)nc1 ?
PhoP GFP inhibition: -28%; M. tuberculosis: 5%; H37Rv inhibition: 1%; H1N1 NS1A inhibition: -8%; VEEV TC-83 Vero: inactive

Results for CCCc1cc(=O)[nH]c(SCC(=O)N(C)C2CCCCC2)n1 ?
M. tuberculosis: -8%; H37Rv inhibition: -7%; H1N1 NS1A inhibition: -2%; VEEV TC-83 Vero: 1.8%

How did Cc1cc(NC(=O)CSCC(=O)Nc2cc(Cl)ccc2N2CCN(C)CC2)no1 do in these assays?
M. tuberculosis: -15%; H37Rv inhibition: -5%; H1N1 NS1A inhibition: 5%; VEEV TC-83 Vero: 1.1%

What do the screens show for `COc1ccc(N=Cc2c(O)n(Cc3cccs3)c(=O)[nH]c2=O)cc1`?
PhoP GFP inhibition: -10%; M. tuberculosis: 24%; H37Rv inhibition: 33%; H1N1 NS1A inhibition: 4%; VEEV TC-83 Vero: 0.9%; VEEV TC-83 Vero 10K pilot screen: 1.9

What do the screens show for `O=C(c1cccc(S(=O)(=O)NCc2ccccc2)c1)N1CCCC1`?
PhoP GFP inhibition: 5%; M. tuberculosis: 2%; H37Rv inhibition: -11%; H1N1 NS1A inhibition: -8%; VEEV TC-83 Vero: 1.1%

What do the screens show for `CCOC(=O)c1c(C)oc2ccc(NS(=O)(=O)c3ccc4c5c(cccc35)C(=O)N4)cc12`?
PhoP GFP inhibition: -2%; M. tuberculosis: -7%; H37Rv inhibition: 63%; H1N1 NS1A inhibition: 9%; VEEV TC-83 Vero: 0.7%

Results for Cc1cc(NC(=O)c2ccco2)c(=O)n(Cc2c(F)cccc2Cl)c1 ?
PhoP GFP inhibition: 15%; M. tuberculosis: -12%; H37Rv inhibition: 16%; H1N1 NS1A inhibition: 5%; VEEV TC-83 Vero: 2.2%

What do the screens show for `CCCOC(=O)NC(CC)COC(=O)Nc1cc(C)ccc1C` (configuration not stated)?
PhoP GFP inhibition: 1%; M. tuberculosis: 3%; H37Rv inhibition: -17%; H1N1 NS1A inhibition: -16%; VEEV TC-83 Vero: 0.6%

How did CC(C)CCNC(=O)c1ccc(CS(=O)(=O)Cc2ccccc2F)o1 do in these assays?
PhoP GFP inhibition: 10%; M. tuberculosis: 4%; H37Rv inhibition: -3%; H1N1 NS1A inhibition: 2%; VEEV TC-83 Vero: 0.6%

What do the screens show for `O=C(c1cccc(Oc2ccc([N+](=O)[O-])cc2Cl)c1)N1CCOCC1`?
PhoP GFP inhibition: -8%; M. tuberculosis: 0%; H37Rv inhibition: -12%; H1N1 NS1A inhibition: -7%; VEEV TC-83 Vero: 0.7%

What do the screens show for `O=C(CNCCc1ccccc1)N1CCc2ccccc2C1`?
PhoP GFP inhibition: -18%; M. tuberculosis: 18%; H37Rv inhibition: -6%; H1N1 NS1A inhibition: 3%; VEEV TC-83 Vero: inactive

Source: PubChem
